Large T inhibition – SV40 large T antigen inhibitors, biochemical (AID 1903) | SV40 large T antigen ATPase/helicase inhibition assay; higher % means a stronger effect | one-dose inhibition, % at 20 µM; IC50 in µM for titrated hits | 310,000 compounds, 0.39% hits; in the data active = a potency from the dose series; inconclusive = inhibition mostly from about 32% at the one dose, without a potency; inactive = the rest, 99 in 100 with inhibition below about 32%; also: strong numbers were not always called active
Rac1 GTP hydrolysis – MgcRacGAP GTPase-activating activity inhibitors, confirmation, biochemical, ADP Hunter fluorescence. Rac GTPase-activating protein 1 (Homo sapiens). MgcRacGAP-stimulated Rac1 GTP hydrolysis, ADP Hunter fluorescence; higher % means a stronger effect; GST-tagged Rac1 F28L mutant substrate. inhibition, % at 30 µM; hits with a dose series show IC50 in µM. 340,000 compounds, 0.6% hits;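 active = first-screen hits whose inhibition reached a set limit at any dose in the follow-up dose series; inconclusive = inhibition above the set first-screen limit but never retested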;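 also: fluorescence reports GDP produced by GAP-driven GTP hydrolysis; strong numbers were not always called active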
Salmonella PhoP GFP – inhibitors of PhoP regulon expression, primary screen, Salmonella Typhimurium, GFP reporter (AID 1863). S. Typhimurium PhoP-regulated promoter GFP reporter, 4 h; higher % means a stronger effect. one-dose inhibition, % at 50 µM; IC50 in µM for titrated hits. 300,000 compounds, 0.16% hits;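 active = inhibition over 29.93%, a cutoff 3 SD above the screen mean, later confirmed by dose response; inconclusive = inhibition over 29.93% but no dose response follow-up; inactive = inhibition at most 29.93% or unconfirmed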;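 also: 0% = low Mg2+ inducing control and 100% = high Mg2+ repressing control; strong numbers were not always called active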
GPR55 antagonists – GPR55 antagonists blocking LPI-driven arrestin recruitment, primary screen, imaging, U2OS, beta-arrestin-GFP, LPI agonist (AID 2013); U2OS GPR55 beta-arrestin-GFP translocation imaging, LPI antagonism; higher % means a stronger effect; inhibition, % at 10 µM; hits with a dose series show IC50 in µM; G-protein coupled receptor 55 (Homo sapiens); 290,000 compounds, 0.13% hits;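 active = spots per cell inhibited over 60%, with over 100 cells counted and total cytoplasm intensity under 500,000; inconclusive = wells with under 100 cells, flagged as likely toxic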;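 also: U2OS cells stably carrying GPR55 and arrestin-GFP stimulated by 5 µM LPI near EC80; imaged beta-arrestin-GFP aggregate spots per cell after agonist stimulation; plate controls were LPI-stimulated DMSO wells for no effect and DMSO wells without LPI for full effect; some results filed as inactive read as strong as hits; confirmed hits need IC50 under 10 µM and bright autofluorescent wells are also inconclusive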
HIV peptide binding – inhibitors of HIV fusion peptide binding, primary screen, biochemical, uHTS, fluorescence dequenching (AID 1986); cell-free peptide binding, fluorescence dequenching, 30 min; higher % means a stronger effect; inhibition, % at 20 µM; hits with a dose series show IC50 in µM; 290,000 compounds, 0.3% hits; in the data active = inhibition mostly above about 52%, no sharp cut-off; inactive = mostly below about 76%; also: some results filed as inactive read as strong as hits
Dengue-2 NS5 capping – Dengue-2 NS5 methyltransferase inhibitors, primary screen, biochemical, confirmation dose response (AID 588689); Genome polyprotein (Dengue virus type 2 (strain 16681-PDK53)); 340,000 compounds, 0.3% hits; one-dose inhibition, % at 25 µM; IC50 in µM for titrated hits; Dengue-2 NS5 methyltransferase capping enzyme assay, biochemical; higher % means a stronger effect; in the data active = a potency from the dose series; inconclusive = inhibition above about 29% without an active follow-up result
RSV CPE inhibition – RSV antiviral activity via CPE protection, HEp-2 cells, primary 10 µM value included (AID 2391); HEp-2 cells, RSV-induced CPE inhibition; higher % means a stronger effect; CPE inhibition, % at 10 µM, or IC50 in µM where a hit was titrated; 310,000 compounds, 0.13% hits; in the data active = a potency from the dose series; inconclusive = CPE inhibition mostly from about 23% at the one dose, without a potency; inactive = the rest, 99 in 100 with CPE inhibition below about 21%; also: strong numbers were not always called active
K1F lysis inhibition – inhibition of K1F phage lysis, E. coli UTI89, bacterial capsule biogenesis inhibitors, alamar blue (AID 488966); E. coli UTI89 K1F phage lysis, alamar blue, 2 h; higher % means a stronger effect; inhibition, % at 100 µM; hits with a dose series show IC50 in µM; 340,000 compounds, 0.02% hits;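 active = phage lysis inhibition, versus mean bacterial control, above a set limit; inconclusive = no clear call, values can overlap the other calls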;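 also: capsule biogenesis inhibitors block K1F phage lysis so surviving cells raise fluorescence; higher fluorescence means more inhibition of phage lysis; actives were called in the ten point dose series up to 300 µM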
GPR35 arrestin U2OS – GPR35 antagonists blocking zaprinast-driven arrestin recruitment, primary screen, imaging, U2OS, beta-arrestin-GFP, zaprinast agonist (AID 2058); U2OS GPR35 beta-arrestin-GFP translocation imaging, zaprinast antagonism; higher % means a stronger effect; inhibition, % at 10 µM, or IC50 in µM where a hit was titrated; 290,000 compounds, 0.052% hits;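 active = inhibition of at least 50% with at least 30 cells and total cytoplasm GFP at most 10,000,000; inconclusive = under 30 cells or total GFP of 10,000,000 plus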
Dengue-2 NS5 capping pilot replicate – recorded beside Dengue-2 NS5 capping, whose call it bears; inhibition, %; measured here: pilot screen replicate inhibition
The depositor's hits bear a star; ? = inconclusive; nt = no result given; [ ] = dose if it differs, or a comment.

Preview (five entries):
SMILES	Large T inhibition	Rac1 GTP hydrolysis	Salmonella PhoP GFP	GPR55 antagonists	HIV peptide binding	Dengue-2 NS5 capping	RSV CPE inhibition	K1F lysis inhibition	GPR35 arrestin U2OS	others
Cc1ccc(C(=O)NC(=S)Nc2cc(-c3nc4ccccc4s3)ccc2C)cc1	10%	13%	10%	1%	1.1%	-1%	5.4%	2.4%	8%
CCc1c(-c2n[nH]c(=S)n2Cc2ccccc2)csc1C	11%	3%	4%	14%	-1.0%	-7%	5.1%	-4.6%	-8%
COc1ccccc1NCc1cc(=O)oc2c(C)c(O)ccc12	12%	14%	9%	8%	0.8%	-8%	8.7%	0.0%	10%
N#CC1=C(N)SC(N)=C(C#N)C1c1cccc(O)c1	7%	19%	11%	-13%	42%	?	0.9%	0.2%	7%
C/C(=C\c1ccccc1)CN1CCN(Cc2ccc(C)o2)C(CCO)C1 (configuration not stated)	nt	9%	nt	-2%	2.2%	-2%	-2.1%	0.1%	10%

Main list, repeating the preview:
SMILES	Large T inhibition	Rac1 GTP hydrolysis	Salmonella PhoP GFP	GPR55 antagonists	HIV peptide binding	Dengue-2 NS5 capping	RSV CPE inhibition	K1F lysis inhibition	GPR35 arrestin U2OS	others
Cc1ccc(C(=O)NC(=S)Nc2cc(-c3nc4ccccc4s3)ccc2C)cc1	10%	13%	10%	1%	1.1%	-1%	5.4%	2.4%	8%
CCc1c(-c2n[nH]c(=S)n2Cc2ccccc2)csc1C	11%	3%	4%	14%	-1.0%	-7%	5.1%	-4.6%	-8%
COc1ccccc1NCc1cc(=O)oc2c(C)c(O)ccc12	12%	14%	9%	8%	0.8%	-8%	8.7%	0.0%	10%
N#CC1=C(N)SC(N)=C(C#N)C1c1cccc(O)c1	7%	19%	11%	-13%	42%	?	0.9%	0.2%	7%
C/C(=C\c1ccccc1)CN1CCN(Cc2ccc(C)o2)C(CCO)C1 (configuration not stated)	nt	9%	nt	-2%	2.2%	-2%	-2.1%	0.1%	10%
COc1ccc(OC)c(Nc2nc(-c3ccncc3)nc3ccccc23)c1	0%	-2%	2%	-2%	-1.6%	-2%	3.6%	-0.7%[50 µM]	-10%
CCCCn1c(Cc2ccccc2)n[nH]c1=S	-9%	6%	4%	-2%	-3.3%	-8%	0.6%	0.1%	-5%
O=C(Cn1[nH]c(=O)c2ccccc2c1=O)OCC(=O)N1CCCc2ccccc21	5%	11%	2%	0%	4.1%	-7%	2.3%	-0.1%	1%
COc1ccc(C2=C(CC(=O)O)C(=O)CC2)cc1	5%	13%	-16%	-3%	-0.3%	1%	2.0%	1.4%	-2%
CC(=O)c1cc(C#N)c(SCC(=O)C(C)(C)C)nc1C	12%	-3%	17%	10%	2.9%	-5%	0.7%	4.3%	13%
COCc1cccc(C2=CC(=O)C[C@H](c3ccc(OC)cc3)C2)c1	nt	9%	nt	nt	nt	0%	2.6%	2.8%	nt
CN(C(=O)OCc1ccccc1)C(CC(N)=O)C(=O)O (configuration not stated)	18%	8%	-5%	-7%	-0.1%	1%	0.6%	-0.2%	4%
CCN1CCc2c(C#N)c(N3CCOCC3)nc(N3CCOCC3)c2C1	21%	10%	17%	7%	7.4%	nt	0.3%	-0.1%	9%
Cc1cc(NC(=O)C23CC4CC(CC(C4)C2)C3)n[nH]1	12%	1%	-5%	-15%	-1.1%	0%	0.0%	0.2%	-2%
Clc1nccnc1-c1ccccc1	1%	6%	-2%	5%	49%	1%	1.3%	1.3%[50 µM]	-14%

Continued; the last two above are carried over.
SMILES	Large T inhibition	Rac1 GTP hydrolysis	Salmonella PhoP GFP	GPR55 antagonists	HIV peptide binding	Dengue-2 NS5 capping	RSV CPE inhibition	K1F lysis inhibition	GPR35 arrestin U2OS	others
Cc1cc(NC(=O)C23CC4CC(CC(C4)C2)C3)n[nH]1	12%	1%	-5%	-15%	-1.1%	0%	0.0%	0.2%	-2%
Clc1nccnc1-c1ccccc1	1%	6%	-2%	5%	49%	1%	1.3%	1.3%[50 µM]	-14%
CC(=O)Nc1ccc(NC(=O)C(C)Oc2ccc(Cl)cc2Cl)cc1 (configuration not stated)	2%	2%	-5%	1%	-2.0%	-5%	4.0%	0.0%	-12%
Cc1ccccc1N(C(=O)c1snc(C(N)=O)c1N)C(C(=O)NCC1CCCO1)c1ccc(N(C)C)cc1 (configuration not stated)	7%	-3%	-5%	6%	-1.5%	-2%	0.7%	-0.6%	8%
CCCN(CCC)C(=O)c1cc([N+](=O)[O-])cc2c1-c1ccc([N+](=O)[O-])cc1C2=C(C#N)C#N	32%	nt	-6%	12%	-2.1%	nt	?	nt	-2%
OCC1(Cc2ccccc2C(F)(F)F)CCN(Cc2ccc3c(c2)CCO3)CC1	-1%	5%	3%	2%	-0.2%	-10%	-0.6%	0.4%	8%
Cc1cccc(C(=O)NCCNC(=O)c2cnccn2)c1	16%	2%	4%	2%	1.3%	-3%	-0.2%	0.3%	5%
O=C(COC(=O)CCCc1nc2ccccc2s1)Nc1ncc(Cl)cc1Cl	14%	8%	0%	7%	3.4%	-6%	1.8%	1.5%[50 µM]	-5%
Cc1ccc2nsnc2c1S(=O)(=O)NCc1ccncc1	-3%	5%	13%	-4%	3.5%	5%	-0.3%	0.2%	2%
c1ccc(CSc2ncnc3c2cnn3Cc2ccccc2)cc1	17%	-1%	2%	2%	-0.5%	6%	8.4%	-0.6%	0%	Dengue-2 NS5 capping pilot replicate=-0.3
Cc1ccc(C(=O)NC(=S)Nc2ccc(S(=O)(=O)N(C)c3ccccc3)cc2)cc1	4%	19%	8%	5%	-2.4%	nt	-0.2%	0.4%	-4%

Gathered by group, those above containing a Cl atom
SMILES	Large T inhibition	Rac1 GTP hydrolysis	Salmonella PhoP GFP	GPR55 antagonists	HIV peptide binding	Dengue-2 NS5 capping	RSV CPE inhibition	K1F lysis inhibition	GPR35 arrestin U2OS	others
Clc1nccnc1-c1ccccc1	1%	6%	-2%	5%	49%	1%	1.3%	1.3%[50 µM]	-14%
CC(=O)Nc1ccc(NC(=O)C(C)Oc2ccc(Cl)cc2Cl)cc1 (configuration not stated)	2%	2%	-5%	1%	-2.0%	-5%	4.0%	0.0%	-12%
O=C(COC(=O)CCCc1nc2ccccc2s1)Nc1ncc(Cl)cc1Cl	14%	8%	0%	7%	3.4%	-6%	1.8%	1.5%[50 µM]	-5%

Screening data: PubChem BioAssay, several laboratories
